Screening results: PubChem BioAssay, National Center for Advancing Translational Sciences (NCATS)
KB-V1 MDR tox – KB-V1 MDR subline cytotoxicity; KB-V1 MDR cells viability, CellTiter-Glo, 72 h; Potency, µM (highest dose often 46.1 µM), inactives show at the top dose activity change, negative = cytotoxicity, actives largely listed as cytotoxic; actives 3.4% (n = 400,000); note: % is set by controls: 0 for no effect and ±100 for the full control effect; nearly all actives have a fitted effect of over 60% in size
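KB-V1 MDR subline cells in DMEM (phenol-red free, 10% FBS) exposed to compounds in qHTS concentration series for 72 h at 37 degrees C. Viability read by CellTiter-Glo luminescence; concentration-effect curves fitted after normalization and correction.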
HT1080 IDH1KD tx – toxicity to HT-1080 IDH1 knockdown cells (counter line) | HT-1080 IDH1 knockdown viability, ATP luminescence, 48 h | Potency, µM (doses to about 46.1 µM), for the others: at the highest dose activity, negative = toxicity, hits mostly cytotoxic | actives 2% (n = 360,000) | AID 686971;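 note: 0% = DMSO wells and -100% = cell-free medium wells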
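Luminescent ATP read-out (CellTiter-Glo, 10 min at room temperature) after 48 h compound exposure at 37 °C gave viability of IDH1-knockdown HT-1080 cells. Activity was normalised to DMSO and cell-free wells, then fitted as concentration-response curves.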
HEK293 tox – cytotoxic in the GLP-1 receptor inverse agonist counter-screen | HEK293 cAMP-luciferase reporter cells, luminescence, 24 h | actives 0.13% (n = 410,000) | AID 624418 | Potency, µM (highest dose often 38.3 µM), without a hit: at the top dose activity change, negative = inhibition, usual class: inhibitors;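 note: loss of luciferase light is scored as toxicity; % is set by controls: 0 for no effect and ±100 for the full control effect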
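Cells in DMEM/10% Nu serum/1% pen-strep, 1536-well format. Pre-incubated 12 h, dosed with 23 nL compound, incubated a further 24 h. Luciferase detection, 12 min at room temp, luminescence.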
SW480 rereplic – induces DNA re-replication in SW480 colon adenocarcinoma cells | SW480 DNA re-replication, Hoechst DNA content imaging, 48 h | Potency, µM (highest dose often 46.1 µM), inactives show at the highest dose re-replication activation, actives largely listed as activators | actives 1.8% (n = 340,000); note: % of control where 0% means no effect; nearly all actives have a fitted effect of over 55% in size
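DNA re-replication was detected as more nuclei of elevated Hoechst intensity after 48 hr exposure to compound (23 nL pinned per well of 250 cells).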
GLP1R ag – agonists of human GLP-1 receptor | Potency, µM (highest dose often 45.6 µM), inactives show at the highest dose activation, usual class: activators | AID 624172 | actives 0.007% (n = 380,000) | HEK293 GLP-1R CRE-luciferase, luminescence, 4-6 h; cells express a hypersensitive GLP-1R form | P43220; note: % of control where 0% means no effect
Target sequence (P43220 whole entry, looked up): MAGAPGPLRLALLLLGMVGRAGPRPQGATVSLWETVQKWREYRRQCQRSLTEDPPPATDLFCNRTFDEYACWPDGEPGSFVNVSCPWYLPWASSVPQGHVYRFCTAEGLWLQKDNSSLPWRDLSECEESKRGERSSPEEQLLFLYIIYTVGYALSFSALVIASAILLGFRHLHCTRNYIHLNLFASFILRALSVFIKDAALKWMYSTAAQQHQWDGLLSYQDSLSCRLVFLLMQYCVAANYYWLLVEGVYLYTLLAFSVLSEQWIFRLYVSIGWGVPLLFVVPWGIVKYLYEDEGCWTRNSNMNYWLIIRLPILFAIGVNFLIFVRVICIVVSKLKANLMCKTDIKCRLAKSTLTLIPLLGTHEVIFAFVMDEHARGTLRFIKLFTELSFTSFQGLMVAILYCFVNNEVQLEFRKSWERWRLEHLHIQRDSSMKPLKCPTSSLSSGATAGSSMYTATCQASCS
GLP-1R inv ag – acts as inverse agonist at human GLP-1 receptor; Potency, µM (titrated, usually from 38.3 µM), without a hit: at the highest dose activity change, negative = inhibition, most hits filed as inhibitors; HEK293 GLP-1R CRE-luciferase, luminescence, 24 h; GLP-1R form is constitutively active; actives 1.6% (n = 410,000); note: % is set by controls: 0 for no effect and ±100 for the full control effect; nearly all actives have a fitted effect of over 55% in size
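Readout was luciferase luminescence, measured 12 min after detection reagent at room temperature. Beforehand, GLP-1R reporter HEK293 cells had sat 12 h, then received compounds for 24 hr at 37 deg C.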
TDP-43 yeast inh – rescues yeast growth from TDP-43 toxicity; TDP-43 expressing yeast growth rescue, BacTiter-Glo, 24 h; Potency, µM (titrated, usually from 46.1 µM), for the others: top-dose growth rescue (activation), hits mostly activators; actives 1.8% (n = 410,000); AID 652104; note: % of control where 0% means no effect; nearly all actives have a fitted effect of over 50% in size
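Growth rescue of TDP-43-toxic yeast measured as ATP luminescence (BacTiter-Glo). Cells grown to mid-log in raffinose, induced in galactose at OD600=0.02, exposed to compound 24 hr at 30 deg C.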
HT1080NT lethal – kills 2HG-producing HT-1080-NT fibrosarcoma cells. HT-1080-NT fibrosarcoma viability, CellTiter-Glo ATP luminescence, 48 h. Potency, µM (doses to about 46.1 µM), for the others: at the top dose activity, negative = less viability, actives largely listed as cytotoxic. actives 1.6% (n = 360,000);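 note: NT is the 2HG producing partner of a matched IDH1 knockdown line; 0% = DMSO-treated cells and -100% = media-only wells without cells; nearly all actives have a fitted effect of over 55% in size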
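Compounds were tested in concentration-response format on HT-1080-NT cells for 48 hours at 37 degrees C. Cell viability came from CellTiter-Glo luminescence; curves were classified by r2, response magnitude and activity.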
KB-3-1 tox – kills parental KB-3-1 adenocarcinoma cells; KB-3-1 viability, CellTiter-Glo ATP luminescence, 72 h; actives 1.4% (n = 400,000); Potency, µM (titrated, usually from 46.1 µM), without a hit: top-dose activity change, negative = cytotoxic, actives largely listed as cytotoxic; note: % is set by controls: 0 for no effect and ±100 for the full control effect; nearly all actives have a fitted effect of over 60% in size
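Cells are dispensed, compounds pinned in, plates held at 37 °C for 72 h, then CellTiter-Glo is added and luminescence read after 10 minutes. Cell line: parental KB-3-1 in phenol-red-free DMEM, 10% FBS.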
* = called active by the depositor; ? = inconclusive; . = no result given; & = joins results of further samples; [ ] = dose if it differs, or a comment. Calls come from the whole dose curve; as a rule, active = well fitted curve in the direction sought with a large enough effect; inconclusive = small, poorly fitted or top-dose-only effect, or another doubt; inactive = no such curve, though single readings can be large; an effect the other way counts as inactive or inconclusive. Potency is the fitted concentration of half-maximal effect. Hits appear at their usual frequency, and some 9.4% of all compounds hit somewhere here.

SMILES	KB-V1 MDR tox	HT1080 IDH1KD tx	HEK293 tox	SW480 rereplic	GLP1R ag	GLP-1R inv ag	TDP-43 yeast inh	HT1080NT lethal	KB-3-1 tox
COc1cc2nc(NCc3ccccc3)n3nc(-c4ccccc4)nc3c2cc1OC	-13%	.	-5%	.	.	-5%	-2%	.	0%
CC(C)c1noc(-c2ccccc2OCC(=O)Nc2ccccc2[N+](=O)[O-])n1	-9%	.	-15%	.	.	?	?	.	-1%
COc1ccc(OC)c(/C=C/C(=O)OCC(=O)Nc2cccc(C(C)=O)c2)c1	9%	20%	-3%	-42%[inhibitor]	11%	35%[activator]	-12%	17%	-1%
O=c1oc(-c2ccco2)nc2c1cnn2-c1ccccc1	19%	-2%	0%	0%	-26%	9%	8%	6%	8%
COc1ccc2c(c1)CCC1C2=NN(/C(C)=C\C(C)=O)C1c1ccc(F)cc1 (configuration not stated)	-1%	-1%	17%	?	2%	?	0%	0%	-6%
Cc1cc(C)n(C(=O)CCNC(=O)c2ccccc2Br)n1	20%	12%	-3%	5%	-5%	?	?	13%	11%
COC(=O)c1sc2cc(=O)n(-c3cccc(C(F)(F)F)c3)nc2c1O	-18%	19%	3%	-2%	1%	10%	-23%	6%	17%
C/C(=N\NC(=O)OC(C)(C)C)c1ccc(-n2ccnc2)cc1	31%	0%	-13%	3%	-2%	13%	.	-4%	12%
CCOC(=O)C1=C(COC(=O)/C=C/c2ccc(OCC)c(OC)c2)NC(=O)NC1C (configuration not stated)	-21%	-15%	-10%	0%	14%	17%	12%	-11%	0%
O=[N+]([O-])c1ccc(N2CCC(=NOCc3ccc(Cl)cc3)CC2)cc1	15µM*	-30%	-7%	-7%	-6%	-9%	16%	?	-5%

Structural class: the entries above with four or more nitrogen atoms (3)
SMILES	KB-V1 MDR tox	HT1080 IDH1KD tx	HEK293 tox	SW480 rereplic	GLP1R ag	GLP-1R inv ag	TDP-43 yeast inh	HT1080NT lethal	KB-3-1 tox
COc1cc2nc(NCc3ccccc3)n3nc(-c4ccccc4)nc3c2cc1OC	-13%	.	-5%	.	.	-5%	-2%	.	0%
CC(C)c1noc(-c2ccccc2OCC(=O)Nc2ccccc2[N+](=O)[O-])n1	-9%	.	-15%	.	.	?	?	.	-1%
C/C(=N\NC(=O)OC(C)(C)C)c1ccc(-n2ccnc2)cc1	31%	0%	-13%	3%	-2%	13%	.	-4%	12%

(continued)
SMILES	KB-V1 MDR tox	HT1080 IDH1KD tx	HEK293 tox	SW480 rereplic	GLP1R ag	GLP-1R inv ag	TDP-43 yeast inh	HT1080NT lethal	KB-3-1 tox
CCc1cccc(C)c1NC(=O)c1ccoc1C	6%	1%	-1%	15%	10%	-4%	14%	0%	-4%
COCCn1c(=O)c2cc3c(=O)n(CCOC)c(=O)c3cc2c1=O	6%	0%	2%	0%	-7%	12%	-23%	2%	-7%
Cn1cc(CN2CCN(Cc3ccccc3)C(CCO)C2)c(-c2ccccc2)n1 (configuration not stated)	-9%	13%	-11%	-11%	0%	-8%	8%	5%	-1%
CCCCOC(=O)c1sc2nc(N3CCOCC3)c3c(c2c1N)CC(C)(C)OC3	2%	8%	3%	3%	10%	6%	13%	6%	?
COc1ccc(C(=O)NCc2nnc(SCC(=O)N3CCCCC3)o2)cc1OC	30%	5%	-13%	-1%	-8%	2%	10%	13%	-4%
O=C(CCNC(=O)c1ccccc1)NCCCc1ccccc1	11%	-5%	0%	4%	-2%	7%	17%	3%	2%
COc1ccccc1CNC(=O)c1ccc2c(c1)nnn2C1CCCC1	-5%	.	-1%	.	.	13%	?	.	6%
CC12CCC(=O)N1C(C(=O)N1CCN(c3ccc([N+](=O)[O-])cc3)CC1)CS2 (configuration not stated)	18µM*	?	-17%	0%	9%	11%	20%	14%	7%
OC[C@@H]1CN(Cc2ccccc2)C[C@H](n2cnc3c(N4CCOCC4)ncnc32)O1	-3%	0%	-4%	.	17%	14%	12%	0%	0%
O=C(Nc1cc(C(F)(F)F)ccc1N1CCOCC1)c1cn2ccccc2n1	?	0%	-12%	-2%	-5%	3%	-8%	-4%	-16%
O=C(c1ccccc1)N1CCCCC(Sc2nnc3ccccn23)C1=O (configuration not stated)	-21%	6%	1%	-6%	-3%	0%	-13%	2%	2%
O=C(CN1CCOCC1)Nc1ccccc1Sc1ccc(Cl)cc1	?	-1%	-9%	-2%	24%	?	22%	0%	7%
COc1ccc(N2CCN(c3ncnc4scc(-c5ccccc5)c34)CC2)cc1	?	?	-7%	22%	12%	6.3µM*	?	?	?
Cc1nn(-c2cc(N3CCCC3)ccc2[N+](=O)[O-])c(=O)c2ccccc12	-7%	-1%	-27%	?	-9%	-15%	12%	0%	?
O=C1NCCCN1Cc1ccc(F)cc1Cl	-17%	-4%	1%	-10%	-5%	-2%	-20%	5%	-10%
CC(C)(C)NC(=O)C1Cc2ccccc2CN1S(=O)(=O)c1ccc(F)cc1 (configuration not stated)	-4%	23%	-5%	-72%[inhibitor]	14%	?	6%	22%	2%
Cc1cccc(C(=O)OCC(=O)Nc2ccc3c(c2)OCCO3)c1	3%	19%	5%	-6%	6%	-18%	17%	-1%	5%
O=[n+]1c2c(n([O-])c3cc(Br)ccc31)CCCC2	-9%	7%	0%	-2%	-9%	4%	-8%	7%	16%
NC(=O)CSc1oc(-c2ccco2)nc1S(=O)(=O)c1ccc(Br)cc1	-21%&25%	1%	13%&-1%	-6%	2%	10%&22%	-2%&-12%	7%	6%&1%
CC(C)(C)NC(=O)CCN1CCOCC1	10%	0%	16%	-2%	0%	5%	-3%	1%	0%
COc1ccccc1C(=O)NNC(=O)c1ccc(F)cc1	-21%	2%	0%	?	7%	-3%	?	2%	1%
C=CCn1c(SCC(=O)Nc2sc3c(c2C#N)CCC3)nnc1C1COc2ccccc2O1 (configuration not stated)	-18%	-12%	-10%	-4%	0%	?	26%	-10%	-6%
O=C(NCC(c1cccs1)N1CCOCC1)c1ccc(OCc2ccccc2)cc1 (configuration not stated)	8%	0%	1%	18%	10%	?	10%	-5%	-5%
O=C(CSc1nnc(CNC(=O)c2cccs2)o1)Nc1ccc(Br)cc1	?	-17%	-6%	-21%	2%	-26%	9%	-27%	16%
CCc1cc(C(=O)Nc2ncccc2O)sc1C	?	-16%	-5%	-13%	-1%	?	7%	-16%	-11%
COc1ccc(NC(=O)Cn2cc(C(=O)C3CCCCC3)c3ccccc32)cc1	-3%	.	-21%	.	.	?	10%	.	6%
COC(=O)CSc1nc2ccccc2c(=O)n1C	2%	21%	10%	-6%	20%	66%[activator]	27%	26%	7%
CC(=C\c1ccccc1)/C=C1/SC(=S)N(C(C(=O)O)C(C)C)C1=O (configuration not stated)	0%	-1%	?	-2%	0%	-13%	-21%[0.397 µM]	-7%	3%
COc1ccc(/C=C/C(=O)N(C)c2ccccc2C(=O)O)cc1	-1%	14%	23%	-5%	1%	43%	9%	3%	5%
Cc1ccccc1C(=O)OC(C)CN1CCN(C)CC1 (configuration not stated)	-12%	5%	17%[0.307 µM]	-12%	-3%	-22%[0.307 µM]	4%	12%	-1%
COc1ccc(S(=O)(=O)N2CCOC2CNC(=O)C(=O)NCc2ccc(F)cc2)cc1OC (configuration not stated)	.	-13%	12%	14%	8%	16%	-25%	-1%	.
COc1ccc2c(c1)c1c(c(=O)n(-c3ccccc3C)c(=O)n1Cc1ccccc1C)n2C	-3%	.	3%	.	0%	4%	5%	.	3%
CCOC(=O)C1=C(C)NC(C)=C(C(=O)OCC)C1C(=O)OCC(=O)c1ccc2c(c1)OCCO2	-11%	10%	-16%	-2%	1%	22%	-7%	3%	-2%
O=c1[nH]c2cc(Br)cnc2nc1/C=C(\O)c1ccc(F)cc1	-5%	-22%	2%	18%	-1%	35%	17%	9%	-3%
COc1cccc(C(NC(C)=O)c2nc(-c3cccc(F)c3)cs2)c1 (configuration not stated)	-2%	9%	4%	.	-3%	-39%	13%	-4%	-6%
COc1ccc(CNCc2cccc(C)c2)cc1	?	-25%	6%	-1%	2%	-1%	-7%	-4%	2%
Cc1c(C)n(C)c2ccc(C(=O)NCCCN3CCN(c4ccccc4F)CC3)cc12	3%	?	?	?	7%	?	-14%	?	0%
O=C1CCC/C=C\C[C@@H](CC(=O)N(CCO)Cc2ccccc2)C(=O)NCCO1	4%	9%	14%	-7%	0%	18%	18%	10%	3%
NC(=O)c1c(NC(=O)c2cccnc2Cl)sc2c1CCCC2	-13%	10%	-7%	-2%	-3%	39%[activator]	20%	19%	13%
COC(=O)c1cccc2c1-c1ccccc1/C2=N/O	?	?	-15%	2%	-31%[inhibitor]	?	13µM*	?	1%
Cc1cccc(C)c1NS(=O)(=O)c1c(C)[nH]c(=O)[nH]c1=O	22%	-3%	-1%	-3%	-6%	0%	-9%	-7%	-1%
O=C(Nc1cccc2ncccc12)c1cc(Br)ccc1Cl	-3%	9%	17%	-3%	1%	3%	4%	9%	-8%
Cc1ccc(S(=O)(=O)CCC(=O)NCCc2ccc(Cl)cc2)cc1	25%	-1%	0%	6%	-3%	?	6%	-3%	14%
Cc1cc2ccccc2cc1C(=O)c1ccccc1	-6%	-15%	11%	?	11%	?	-1%	-18%	-6%
COc1ccc(-c2oc(=O)c3cc(OC)c(OC)cc3c2C#CCCO)cc1	-3%	-7%	2%	?	9%	5%	12%	-1%	-9%
Cc1ccc2nc3c(c(N)c2c1)CCN3C	-21%	?	?	28%	0%	?	-16%	?	18%
CCOc1nc(C)ccc1-c1noc(-c2ccco2)n1	?	-1%	3%	-5%	3%	0%	9%	10%	3%
O=C1c2[nH]nc(-c3ccccc3O)c2C(c2ccc(F)cc2)N1CCO (configuration not stated)	12%	.	-11%	.	.	-14%	14%	.	-1%
